SSB-PriA inh: inhibitors of Klebsiella pneumoniae PriA binding to SSB C-terminal tail. AlphaScreen SSBct-PriA binding, biotinylated peptide. inhibition, % at 33 µM. 430,000 tested, 0.6% active; in the data active = inhibition mostly above about 37%, no sharp cut-off; inactive = mostly below about 20%;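 also: plate controls were negative control peptide for no effect and reference peptide for full effect; strong numbers were not always called active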
Active calls of the source: *; & = joins results of further samples. The list is partial. The share of hits here may be higher or lower than overall.

SMILES	SSB-PriA inh
Cc1oc(C=NNC(=O)CN(c2ccccc2Br)S(C)(=O)=O)cc1Br	3
O=C(COc1ccc(Cl)cc1Cl)Nc1ccc(-c2nc3cccnc3s2)cc1	-9
Cc1ccccc1-c1nc2scc(CCNS(=O)(=O)c3cccc([N+](=O)[O-])c3)n2n1	11
O=C(Nc1nnc(-c2ccncc2)o1)c1cc2c(ccc3ccccc32)oc1=O	-16
O=C(Nc1ccc(OC(F)(F)F)cc1)N1CCN(c2ccc3nncn3n2)CC1	3
COc1ccc(C2CC2C(C)=NOC(=O)C2CC2)cc1 (stereo not given)	-4
COc1ccc2c(Cl)c(C(=O)NNC(=O)CCc3ccccc3)sc2c1	-5
O=C(CCN1C(=O)/C(=C\C=C\c2ccco2)SC1=S)Nc1ccc(C(=O)O)c(O)c1	14
CCOc1ncccc1C(=O)NCc1cnn2c1CCCC2	-13
CC1CCc2nc(NC(=O)/C=C/c3cccs3)sc2C1 (stereo not given)	-5
O=C(C1CCCCC1)N1CCN=C1SCc1c(F)cccc1Cl	3
COc1ccc(C(=O)NCC(=O)NN=Cc2cccnc2)cc1	-6
O=C(c1cncc(Br)c1)N1CCN(c2nccn3nc4c(c23)CCCC4)CC1	-3
COc1ccc(NC(=O)CCc2nc3sc4c(c3c(=O)[nH]2)CCCCC4)cc1Cl	0
CC(C)(c1cc(Br)c(OCC2CO2)c(Br)c1)c1cc(Br)c(OCC2CO2)c(Br)c1 (stereo not given)	-5
NC(=O)c1cc(-c2ccccc2)sc1NC(=O)c1ccc2c(c1)OCCO2	-31
COc1ccc(C=NNC(=S)N[C@H]2CC3CCC2C3)cc1 (stereo not given in full)	8
Cc1cc2ncc3c(n2n1)CCN(C(=O)c1cc(-c2ccc(F)cc2)c[nH]1)C3	-3
CCc1ccc(N=Cc2c(O)ccc3ccccc23)cc1	-49
Cc1cc(NC(=O)C2CCCC2)ccc1N1CCCCC1=O	-9
C[C@H](NC(=O)c1nnn(Cc2ccccc2)c1-c1ccncc1)c1ccccn1	-13
COc1ccc(NC(=O)Cn2c(-c3cccnc3)nc3ccccc32)c(OC)c1	4
O=C(NCCn1ncccc1=O)c1cncc(Br)c1	-10
Cc1cc(Cl)cc2sc(NC(=O)Cc3ccc(F)cc3)nc12	-14
O=C(c1ccc(Cl)cc1Cl)N1C2CCC1COC2	-1
Cc1ccc(=O)n(CC(=O)NCCOc2ccccc2)n1	6
OC1(c2ccccn2)CCNCC1	-14
CCOc1ccc(N=C(C(C(=O)C(=O)N2CCOCC2)=C(O)c2ccccc2)c2ccccc2)cc1	-16&-8
COc1ccc(/C=C/C(=O)Nc2nc(CN3CCc4ccccc4C3)cs2)cc1OC	8
Cc1nc2cccc(C)n2c(=O)c1NC(=O)COc1ccc(Cl)cc1Cl	-10&1
NN1C(=O)c2cccc3cccc(c23)C1=O	1
COc1ccc(S(=O)(=O)Nc2cnc(N(C)C)nc2N(C)C)c(OC)c1	-12
COC1=CC(=Cc2c(N)n3c(nc2=O)sc2cc(S(C)(=O)=O)ccc23)C=CC1=O	6
O=C(Cn1c(-c2ccccn2)nc2ccccc21)N1CCOCC1	-11
O=S(=O)(NCC#CCOc1ccc2c(c1)OCO2)c1ccc(Cl)s1	14
O=C(CS(=O)(=O)Cc1ccccc1)N(CC1CCCO1)c1nc2c(F)cc(F)cc2s1 (stereo not given)	-18
COc1ccc2ccccc2c1C1N(c2ccccc2)CCN1c1ccccc1	0
CCc1ccc(NC(=O)CSc2nccn3nc(-c4ccccc4OC)cc23)cc1	-12
O=C(c1n[nH]nc1-c1cccc(Cl)c1)N1CCSCC1	-9
COc1cccc(NC(=O)C2CC(=O)NC(=N)S2)c1 (stereo not given)	-18
O=C(CC1CCCCN1S(=O)(=O)c1ccccc1)NCCc1ccccc1 (stereo not given)	-5
CC1CCc2c(sc3nc(CCC(=O)NCCN4CCOCC4)[nH]c(=O)c23)C1 (stereo not given)	-4
O=C(CCNS(=O)(=O)c1ccccc1)Nc1ccc(Br)cc1C(=O)c1ccccc1	14
COC(=O)c1ccc(CSc2nc3c(cnn3CCO)c(=O)[nH]2)o1	-2
Cc1nc2cc(NC(=O)CNS(=O)(=O)c3ccc(C(C)(C)C)cc3)ccc2s1	-8&-4
CC(=NNC(=O)c1nnn(-c2nonc2N)c1CSc1ccccc1)c1ccc2c(c1)OCO2	-5
COCCNC(=S)NN=C(C)CCc1ccc2c(c1)OCO2	-4
O=C(Cc1noc2ccccc12)NCC#CCOc1cccc(C(F)(F)F)c1	-24
CC(CC(=O)Nc1ccc2c(c1)OCO2)=NNC(=O)OC(C)(C)C	-8
O=c1[nH]c(=O)n(Cc2ccccc2)c(O)c1C=C1C=Nc2ccccc21	1
CC(=NNC(=O)Cn1ccc(C(F)(F)F)n1)c1ccc(N2CCOCC2)cc1	-4
COc1ccccc1NC(=O)c1oc2cccnc2c1NC(=O)COc1ccc(C)cc1	-4&4
Cc1ccc(-n2c(N3CCCC(C(=O)NCCC4=CCCCC4)C3)nc3ccsc3c2=O)cc1 (stereo not given)	4
Cc1cccc(OCC(=O)NN=Cc2cc([N+](=O)[O-])ccc2N2CCOCC2)c1	5
COc1cc(OC)cc(C(=O)NC(=S)Nc2ccc3nc(C)sc3c2)c1	-8
O=c1c2ccccc2nc(N/N=C\c2ccc(Br)cc2)n1-c1ccccc1	-14
Cc1cccc2sc(N(CCCN(C)C)C(=O)CCOc3ccccc3)nc12	-12
CC(CC(=O)NCc1ccccc1Cl)=NNC(=O)c1ccccn1	-10
COc1ccc(-c2ccc(N3CCN(C(=O)c4cc5ccccc5oc4=O)CC3)nn2)cc1	2
Cc1nc(-c2cccc(NC(=O)C3CN(c4nc5c(F)cccc5s4)C3)c2)cs1	-15
Remaining list, next part:
SMILES	SSB-PriA inh
O=C(O)c1cnc2sccn2c1=O	-2&0
CC(C)c1nnc(SCC(=O)N2CCCCC2)c2c1cnn2-c1ccc(F)cc1	-4&3
O=C(c1ccccc1F)N(Cc1cccnc1)c1nc2c(Cl)cccc2s1	-1
CCOc1cc(C=NN=C(N)N)ccc1OCc1ccc(Cl)cc1	15
CC(=NNC(=O)c1ccn[nH]1)c1cn(C)nc1C	-39
CCOCC(=O)N1CCOC(c2cccnc2)C1 (stereo not given)	-6
O=C(O)c1ccc(Oc2nccs2)cc1	-5
O=C(c1ccco1)N1CCc2ccc(NS(=O)(=O)c3ccccc3Cl)cc2C1	-9
O=C(NCc1cnn2ccccc12)c1cc(-c2ccco2)on1	-5
COc1cccc(S(=O)(=O)Nc2ccc(F)cc2)c1	-7
O=C(Cc1ccc(Cl)s1)Nc1ccccc1Oc1ccccc1	-99
NS(=O)(=O)c1ccc2nc(NC(=O)Cc3ccc4c(c3)OCO4)sc2c1	-12&-1
CCS(=O)(=O)N1CCc2ccc(NC(=O)COc3ccccc3OC)cc2C1	-1
O=C(NCc1cccc(F)c1)NC1(c2nc(-c3ccsc3)no2)CCCCC1	-7
Cc1nc2c(c(=O)n1CC(=O)NCc1ccccc1Br)CCN(Cc1ccccc1)C2	-9
CC(C)CN(CC(C)C)S(=O)(=O)c1ccc(C(=O)Nc2nnc(-c3ccccn3)o2)cc1	-1
O=C(NCCn1ccn2nccc12)c1ccc(OC(F)(F)F)cc1	8
O=C(Nc1nnc2n1CCS2)c1cccc([N+](=O)[O-])c1	0
CN(C)S(=O)(=O)N1CCN(C(=O)c2cnn3ccccc23)CC1	8
Cn1c(SCC(N)=O)nnc1-c1cccc(S(=O)(=O)N2CCCCC2)c1	-15
COCCn1c(C)cc(O)c(Cc2c(O)cc(C)n(CCOC)c2=O)c1=O	-24&-7
COc1ccc(Br)c(C(=O)N2CCOCC2CO)c1 (stereo not given)	4
O=C(CS(=O)(=O)c1cccs1)Nc1ccc2c(c1)OCCO2	8
COC(=O)c1ccc(C(=O)Nc2nc(-c3ccc(Cl)cc3)cs2)cc1	-14
COc1ccccc1CNC(=O)C[C@H]1CCCCN1S(=O)(=O)c1ccc(F)cc1	3
Cc1ccc(C2C(=C(O)c3ccc(OC(C)C)cc3)C(=O)C(=O)N2CCN2CCOCC2)cc1 (stereo not given)	-11
COc1ccc(CC(=O)N(CCn2cccn2)c2nc3c(F)cccc3s2)cc1C	-4&19
O=C(NCc1cccc(Oc2ccccn2)c1)c1cncc(Br)c1	-2
CC(C)c1ccc(OCC(=O)N2CCC(c3nn(C)c(=O)n3-c3ccccc3)CC2)cc1	-7
CN1C(=O)c2cc(NS(=O)(=O)Cc3ccccc3F)ccc2Oc2ccccc21	9
O=C(Cc1ccccc1)NCCc1nc2ccccc2[nH]1	2
Cc1noc(C)c1CCC(=O)N1CCCSCC1CN1CCOCC1 (stereo not given)	-7
CCOC(=O)C1CCN(C(=O)CCc2csc(NC(=O)NC3CCCCC3)n2)CC1	-13
CCCCC(=O)NN=Cc1c(O)n(CC)c(=S)n(CC)c1=O	-3
COC(=O)c1ccsc1NC(=O)C1CCN(S(=O)(=O)c2ccc(F)cc2)CC1	-4&-7
Cc1cccc(/C=C/C(=O)Nc2ncc(Cc3cccc(C(F)(F)F)c3)s2)c1	1
CC(=O)N1CCN(C(=O)c2ccc(OCc3ccc4ccccc4n3)cc2)CC1	-12
CSc1ncccc1C(=O)N1CC(S(=O)(=O)c2ccc(F)cc2)C1	12
C(CCc1ccccc1)=NNc1nc2ccccc2[nH]1	31
COCCNC(=O)c1ccc(NS(=O)(=O)c2ccc(C(C)(C)C)cc2)cc1	6
CN1CCN(C(CNC(=O)NCCc2ccccc2)c2ccc3c(c2)CCN3C)CC1 (stereo not given)	3
O=C(NCCCS(=O)(=O)N1CCN(c2ccccn2)CC1)C1(c2ccc(Cl)cc2)CCCC1	0&3
O=C(CCc1ccccc1)NN=Cc1cccc([N+](=O)[O-])c1	-5
COc1ccc(CCC(=O)N[C@@H](C)Cc2ccco2)cc1	-3
Cc1ccc(-c2cc3c4nnc(CCC(=O)NCc5cccs5)n4ccn3n2)cc1C	-27
CCOC(=O)c1scc(-c2ccc(C)cc2)c1S(=O)(=O)Nc1cccc(C)c1C	-14
NC(=NOC(=O)c1cccs1)c1ccc(Cl)cc1	-13
O=S(=O)(NCC(c1cccs1)N1CCOCC1)c1cccc2ccccc12 (stereo not given)	8
O=C(O)c1ccc(NS(=O)(=O)c2cccc(C(F)(F)F)c2)cc1	0
Cc1ccc(C(CSc2nccn2-c2ncc(C(F)(F)F)cc2Cl)=NO)cc1	-10
O=C(O)CCC(=O)NCc1ccccc1	0
COc1ccccc1CCNC(=O)C(=O)Nc1ccccc1C#N	-3
CN(C)c1cccc(C(=O)NCC2(c3ccsc3)CCCC2)c1	21
O=[N+]([O-])c1ccccc1/C=C/C=Nn1c(-c2cc(-c3ccccc3)n[nH]2)n[nH]c1=S	6
O=C(NCCOc1ccc(-c2cccs2)nn1)c1ccc(S(=O)(=O)N2CCCC2)cc1	-6&-9
O=C(CSc1ccc(-c2ccccn2)nn1)Nc1ccccc1C(F)(F)F	69*
COc1cc(C(=O)NCCCc2nc3ccccc3n2Cc2ccccc2C)cc(OC)c1OC	5
CCCn1cnc2c(cnn2C2CCS(=O)(=O)C2)c1=O (stereo not given)	-12
CC(C)(C)CC(=O)N1C2C=CCC1CC2 (stereo not given)	-7
Cc1sc2ncnc(SCC(=O)N3CCOCC3)c2c1-c1ccc(Cl)cc1	5
Remaining list, next part:
SMILES	SSB-PriA inh
Cc1nc(-c2cccnc2)sc1-c1ccc(SCC(=O)NCc2ccc(F)cc2)nn1	-19&0
O=C(NCc1ccc(F)cc1)C(=O)NCC1CCN(C2CCCC2)CC1	-1
Cc1cc(NCCc2ccccc2)n2ncc(-c3ccccc3)c2n1	-64
CCN(CC)c1ccc(C=NNC(=S)NC)c(O)c1	23
O=C(NNC(=S)Nc1cccc(Cl)c1)c1ccccn1	28
COc1ccc(C2C(=C(O)c3ccc4c(c3)CC(C)O4)C(=O)C(=O)N2Cc2cccnc2)c(OC)c1 (stereo not given)	-4
COc1ccc(S(=O)(=O)CC(=O)Nc2ccc3sccc3c2)cc1	0
O=C(NN=Cc1cccc(Cl)c1)c1ccc(Cn2cc(Br)c([N+](=O)[O-])n2)o1	-18

Structural class: the compounds so far containing a thiophene ring, fused or not (19)
SMILES	SSB-PriA inh
COc1ccc2c(Cl)c(C(=O)NNC(=O)CCc3ccccc3)sc2c1	-5
CC1CCc2nc(NC(=O)/C=C/c3cccs3)sc2C1 (stereo not given)	-5
COc1ccc(NC(=O)CCc2nc3sc4c(c3c(=O)[nH]2)CCCCC4)cc1Cl	0
NC(=O)c1cc(-c2ccccc2)sc1NC(=O)c1ccc2c(c1)OCCO2	-31
O=S(=O)(NCC#CCOc1ccc2c(c1)OCO2)c1ccc(Cl)s1	14
CC1CCc2c(sc3nc(CCC(=O)NCCN4CCOCC4)[nH]c(=O)c23)C1 (stereo not given)	-4
Cc1ccc(-n2c(N3CCCC(C(=O)NCCC4=CCCCC4)C3)nc3ccsc3c2=O)cc1 (stereo not given)	4
O=C(Cc1ccc(Cl)s1)Nc1ccccc1Oc1ccccc1	-99
O=C(NCc1cccc(F)c1)NC1(c2nc(-c3ccsc3)no2)CCCCC1	-7
O=C(CS(=O)(=O)c1cccs1)Nc1ccc2c(c1)OCCO2	8
COC(=O)c1ccsc1NC(=O)C1CCN(S(=O)(=O)c2ccc(F)cc2)CC1	-4&-7
Cc1ccc(-c2cc3c4nnc(CCC(=O)NCc5cccs5)n4ccn3n2)cc1C	-27
CCOC(=O)c1scc(-c2ccc(C)cc2)c1S(=O)(=O)Nc1cccc(C)c1C	-14
NC(=NOC(=O)c1cccs1)c1ccc(Cl)cc1	-13
O=S(=O)(NCC(c1cccs1)N1CCOCC1)c1cccc2ccccc12 (stereo not given)	8
CN(C)c1cccc(C(=O)NCC2(c3ccsc3)CCCC2)c1	21
O=C(NCCOc1ccc(-c2cccs2)nn1)c1ccc(S(=O)(=O)N2CCCC2)cc1	-6&-9
Cc1sc2ncnc(SCC(=O)N3CCOCC3)c2c1-c1ccc(Cl)cc1	5
COc1ccc(S(=O)(=O)CC(=O)Nc2ccc3sccc3c2)cc1	0

Screening data deposited in PubChem by Small Molecule Screening Facility, UW Madison.
